# Bioassay records from PubChem.
# CHRM4 PAM – potentiates acetylcholine response at human M4 receptor; CHO-K1 hM4/Gqi5, Fluo-8 calcium fluorescence, ACh EC20; 0% = ACh EC20, 100% = maximal ACh; activation, % at 3 µM; hit rate 0.4% among 360,000; AID 624126;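 active = activation above its plate's cutoff, the mean activation of sample wells plus 3 SD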; note: some results filed as inactive read as strong as hits
# IDE act – IDE (human) activation, cell-based; P14735; HEK cells, FAbeta-B cleavage, fluorescence polarization; 0% vehicle, 100% cell-free pure enzyme wells; activation, % at 5.96 µM; hit rate 0.073% among 340,000; AID 493087;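 active = activation above the mean of all tested compounds plus 3 SD, set per screening campaign, cut at about 17% in these data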
# CRFBP-R2 block – CRF-BP/CRF-R2 complex antagonism | hit rate 0.59% among 350,000 | inhibition, % at 11.8 µM | HEK293 CRF-R2/CRF-BP, CRF-induced calcium fluorescence;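 active = inhibition of the ligand-induced calcium signal above about 50% at the single tested concentration, limit read from the data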
# GalR3 antagonist – human GalR3 antagonism. AID 651719. inhibition, % at 3 µM. O60755. hit rate 0.44% among 360,000. HEK293 GalR3-CNG cAMP membrane potential fluorescence; galR3 body fused to GalR1 C-terminus;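 active = inhibition above the screen-wide average plus 3 SD, cut at about 13% in these data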;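 note: forskolin and galanin both at EC90 stimulate the cells; cAMP rise reported by CNG channel membrane potential dye signal; 0% = forskolin plus galanin with DMSO and 100% = forskolin alone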
# Target sequence (O60755 1-299 limits assumed): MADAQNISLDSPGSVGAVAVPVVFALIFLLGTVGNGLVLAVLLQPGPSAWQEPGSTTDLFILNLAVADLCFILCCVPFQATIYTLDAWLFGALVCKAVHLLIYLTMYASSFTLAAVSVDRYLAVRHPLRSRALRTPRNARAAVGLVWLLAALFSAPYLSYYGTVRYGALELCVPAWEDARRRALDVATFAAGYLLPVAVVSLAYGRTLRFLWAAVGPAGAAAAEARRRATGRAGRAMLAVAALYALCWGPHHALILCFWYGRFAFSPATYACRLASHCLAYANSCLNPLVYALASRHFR
# MEKK3 PB1 HTS – raises or lowers MEK5 binding to the human MEKK3 PB1 domain; Q99759; bead-based flow cytometry, Alexa488-MEK5 binding to MEKK3; actives lie on both sides; 0 = blocked by unlabeled MEK5, 100 = vehicle; binding response (% of control), % at 10 µM; hit rate 1.4% among 290,000; AID 1529;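 active = binding response more than 3 SD above or below the average of its plate-row segment, actives on both sides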;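 note: Alexa488 bead fluorescence after subtracting the streptavidin-only scavenger bead signal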
# Target sequence (Q99759 whole entry, looked up, the tested form may be a part): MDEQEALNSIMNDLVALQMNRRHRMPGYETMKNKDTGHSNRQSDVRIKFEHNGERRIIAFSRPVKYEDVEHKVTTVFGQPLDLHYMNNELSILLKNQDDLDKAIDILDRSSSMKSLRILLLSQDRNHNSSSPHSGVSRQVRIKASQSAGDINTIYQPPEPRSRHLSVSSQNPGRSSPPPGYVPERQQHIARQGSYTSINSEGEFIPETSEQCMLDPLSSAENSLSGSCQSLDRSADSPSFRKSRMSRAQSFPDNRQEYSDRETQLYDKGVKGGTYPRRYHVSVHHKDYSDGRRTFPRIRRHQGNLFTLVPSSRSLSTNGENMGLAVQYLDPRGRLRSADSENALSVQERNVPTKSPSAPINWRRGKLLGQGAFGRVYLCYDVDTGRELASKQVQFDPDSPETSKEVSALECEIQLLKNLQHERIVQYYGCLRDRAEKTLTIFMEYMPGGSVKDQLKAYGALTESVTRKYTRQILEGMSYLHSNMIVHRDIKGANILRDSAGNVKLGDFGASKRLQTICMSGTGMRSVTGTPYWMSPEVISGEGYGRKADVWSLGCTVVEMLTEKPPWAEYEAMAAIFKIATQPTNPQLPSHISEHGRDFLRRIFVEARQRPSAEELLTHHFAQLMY
# PHOSPHO1 block – PHOSPHO1 (human) inhibition | inhibition, % at 13.3 µM | hit rate 1.1% among 290,000 | recombinant PHOSPHO1, absorbance phosphatase assay | Q8TCT1; in the data active = inhibition above about 60%
# IDE cell inh – inhibits human insulin-degrading enzyme in HEK cells. FAbetaB cleavage, fluorescence polarization. AID 434962. inhibition, % at 5.59 µM. hit rate 0.41% among 320,000. P14735;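 active = percent inhibition above the average of all tested compounds plus 3 SD, set per screening campaign, cut at about 16% in these data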;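 note: IDE supplied by intact live HEK cells; FP after avidin binding of uncleaved biotin substrate so inhibition keeps polarization high; 0% = DMSO wells and 100% = 60 µM reference IDE inhibitor Ii1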
# pCIP destab – compounds decreasing mouse p/CIP protein stability; F442A p/CIP-EGFP cells, EGFP fluorescence, 16 h; decrease of EGFP signal, % at 10 µM; hit rate 0.01% among 290,000;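 active = EGFP signal decrease of at least 30% at 10 µM or well 3 SD below plate mean, unless failing retest; inactive = the rest, including hits failing retest or dose response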; note: some compounds called inactive have numbers as strong as hits; many of its hits are not listed in these tables
# CRFBP-R2 agonist – agonists of human CRF-binding protein/CRF-R2 receptor complex. AID 588473. hit rate 0.46% among 350,000. HEK293 CRF-R2/CRF-BP, calcium dye fluorescence (FLIPR); percent of saturating CRF peptide response. activation, % at 13.2 µM;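 active = activation of at least 50%, plus an integration ratio under a set limit after plate pattern correction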;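 note: plate controls were neutral control wells without compound for no effect and CRF at EC100 for full effect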
# The depositor's hits bear a star; nt = not tested or not shown; [ ] = another dose, or the depositor's remark. Outcome played no part in choosing rows; about 4.2% have a hit in one of these screens.
PHOSPHO1 block	IDE cell inh	IDE act	CRFBP-R2 block	pCIP destab	CHRM4 PAM	structure	GalR3 antagonist	MEKK3 PB1 HTS	CRFBP-R2 agonist
25	4	1	-7	-3	-1	O=C(Nc1ccc2nc(-c3cccnc3)[nH]c2c1)c1ccccc1F	-5	104	-0.8
58	1	1	9	-8	5	CN(Cc1nc2ccccc2[nH]1)C(=O)C1CCC(=O)N(C2CCCC2)C1 (stereo unspecified)	2	95	-3.0
12	5	-1	14	0	-7	CC1(C)CC(c2nc(-c3ccc([N+](=O)[O-])cc3)cs2)CCO1 (stereo unspecified)	-2	97	-0.9
-7	0	-4	-36	-2	-2	O=C1CN(C(=O)c2ccc(Br)o2)C(c2ccc(F)cc2)c2cc(F)ccc2N1 (stereo unspecified)	-1	105	6.7
15	-1	-2	-12	0	-16	CN(C)CCCOc1nn(Cc2ccccc2)c2ccccc12	-8	99	0.7
nt	1	3	2	nt	0	COc1ccccc1Nc1nc(N2CCCC2)nc(N2CCOCC2)n1	-6	103	-2.2
15	-2	6	-23	-8	2	CCOc1cc(CNCCCN2CCOCC2)ccc1OCC(=O)Nc1cccc2ccccc12	-8	106	5.3
nt	-2	0	6	nt	4	Cc1sc2nc(CSCC(=O)NC3(C#N)CCCCC3)[nH]c(=O)c2c1C	0	nt	-1.1
nt	8	0	1	nt	9	CN(C)C(CNC(=O)C1CC(=O)N(Cc2ccccc2)C1)c1ccccc1 (stereo unspecified)	-2	nt	0.9
nt	0	2	-5	nt	7	CC(C)C(NC(=O)CCNC(=O)c1ccccc1Cl)c1nc2ccccc2[nH]1 (stereo unspecified)	-9	nt	-0.9
34	0	9	5	-12	-1	C=CCc1cc(OC)ccc1OCCCCn1cncn1	-10	109	-0.4
35	0	-1	7	-9	6	CCn1c(SCC(=O)Nc2ccc3c(c2)OCO3)nnc1C(C)C	-8	95	-0.9
nt	4	-4	-12	nt	-6	COc1ccc(Cl)cc1NC(=O)CN(C)C(=O)c1ccc(OCc2ccccc2)c(OC)c1	-7	nt	1.4
3	8	9	4	9	-1	Cc1cc(C(=O)N/N=C2\CC(=O)CC(C)(C)C2)c2ccccc2n1	-8	97	-1.5
nt	nt	2	6	nt	1	O=S(=O)(N/N=C1/CC(c2ccccc2)Oc2ccccc21)c1ccccc1 (stereo unspecified)	-3	nt	4.5
9	-2	4	-12	2	-1	CCOc1ccc(Nc2nc(NCC(=O)O)nc(N)c2[N+](=O)[O-])cc1	-10	98	2.0
-26	nt	3	3	-3	-8	Cc1ccc(OCC(=O)Nc2ccncc2)cc1	-5	101	-0.9
-9	3	1	8	-6	6	O=C(CN1CCN(c2ccccc2)CC1)N/N=C/c1cccc(F)c1	4	99	2.6
25	0	1	1	-6	9	COc1cc(OC)cc(C(=O)Nc2cc(-c3cn4cccnc4n3)ccc2C)c1	-2	103	-0.7
23	1	3	21	-17	-19	CC(C)(C)c1ccc(S(=O)(=O)Nc2cccnc2)cc1	-7	106	-0.3
24	2	14	-3	0	3	Cc1cc(C)cc(C(=O)NCCCN2CCOCC2)c1	-8	105	-3.5
43	4	-2	-9	-9	-1	CCN(Cc1cnn(C)c1)C(=O)c1ccc(OC2CCN(S(=O)(=O)N(C)C)CC2)cc1	-2	105	-1.9
25	-6	3	-11	-12	8	CCCCn1cnc2cc(C)c(C)cc21	2	102	-1.0
-9	-1	1	7	2	4	C/C(=N\NC(=S)Nc1c(C)cccc1C)c1cc2ccccc2o1	-5	102	-0.7
35	-1	8	3	-20	-12	COc1ccc(Cc2noc(CN3CCC(c4ccncc4)CC3)n2)cc1OC	-3	96	2.2
57	8	1	11	-5	-3	Cc1ccccc1N1CCN(S(=O)(=O)N(C)C)CC1	-3	100	4.0
13	2	-1	-58	0	8	O=C(NCc1cccnc1)c1ccc(S(=O)(=O)N2CCCCC2)cc1	-3	100	2.8
-22	1	3	5	5	-11	O=C(Cc1c(F)cccc1Cl)NCCc1c[nH]c2ccccc12	-8	100	0.8
9	7	0	-5	2	2	CCC(=O)Nc1nnc(SCc2ccc(F)cc2)s1	-4	2.0*[inhibitor]	-0.4
-2	-3	8	-3	7	-2	CN(C)CCNC(NC(=O)c1cccs1)C(Cl)(Cl)Cl (stereo unspecified)	-10	104	2.3
22	nt	6	-9	-2	5	O=C(CN(C(=O)c1csnn1)c1ccccc1Cl)NC1CCCCC1	-8	102	-0.1
10	4	6	9	1	2	CC(C)(C)Sc1ccc(N)nc1	4	105	-0.4
-2	0	-1	-4	2	-5	C/C(=N/NC(=O)COc1cc(C)ccc1C(C)C)C(=O)O	-7	120	0.5
32	0	nt	-3	2	7	COc1cccc(Oc2nccc(N(C)C)c2C#N)c1	-3	103	-0.2
27	2	7	7	-17	2	COCCCNC(NC(=O)c1ccc(Cl)cc1)C(Cl)(Cl)Cl (stereo unspecified)	-3	103	-0.6
nt	-4	2	7	nt	8	CN(C(=O)c1ccc(Cl)cc1)C1CCS(=O)(=O)C1 (stereo unspecified)	-3	nt	-0.1
-3	0	-5	8	-7	3	CCC(C)(C(=O)Nc1ccccc1C)N(C(=O)CNC(C)=O)c1ccc(C)cc1 (stereo unspecified)	-4	84	-1.3
51	0	1	11	-9	9	Cc1cc(N2C(=O)C(O)=C(C(=O)c3cc4ccccc4o3)C2c2ccc(Cl)cc2)no1 (stereo unspecified)	-8	97	-0.7
37	3	4	12	-13	5	CCOc1cccc(=O)c2c(C)n(Cc3ccccc3)c(C)c12	-1	100	0.1
15	1	-1	-3	6	18	CCN1C(=O)[C@H]2[C@@H](c3ccc(C)cc3)N3C(=O)N(c4ccc(C)cc4)C(=O)[C@@]3(Cc3ccccc3)[C@H]2C1=O	-2	100	1.7

# Not a retest: 4 of the compounds above.
PHOSPHO1 block	IDE cell inh	IDE act	CRFBP-R2 block	pCIP destab	CHRM4 PAM	structure	GalR3 antagonist	MEKK3 PB1 HTS	CRFBP-R2 agonist
22	nt	6	-9	-2	5	O=C(CN(C(=O)c1csnn1)c1ccccc1Cl)NC1CCCCC1	-8	102	-0.1
10	4	6	9	1	2	CC(C)(C)Sc1ccc(N)nc1	4	105	-0.4
-2	0	-1	-4	2	-5	C/C(=N/NC(=O)COc1cc(C)ccc1C(C)C)C(=O)O	-7	120	0.5
32	0	nt	-3	2	7	COc1cccc(Oc2nccc(N(C)C)c2C#N)c1	-3	103	-0.2

# Next section.
PHOSPHO1 block	IDE cell inh	IDE act	CRFBP-R2 block	pCIP destab	CHRM4 PAM	structure	GalR3 antagonist	MEKK3 PB1 HTS	CRFBP-R2 agonist
-17	0	-4	-16	6	-6	CC1CC1c1ccc(/C=C(\C#N)C(=O)Nc2ccc(Cl)cc2)o1 (stereo unspecified)	0	105	9.8
40	-1	2	-2	7	-24	OCC1(Cc2ccccc2)CCN(C2CCN(c3ccccc3F)CC2)CC1	8	107	4.2
58	4	-2	1	-12	5	Cc1ccc(C)c2[nH]c(=O)c(C(c3nnnn3Cc3ccccc3)N3CCc4ccccc4C3)cc12 (stereo unspecified)	1	100	-0.4
11	3	6	-22	-9	-8	CC(NC(=O)Cc1cccs1)C(c1cccs1)N1CCN(c2ccccc2F)CC1 (stereo unspecified)	-3	100	3.2
-41	5	2	12	-10	-4	CC(C)CN1CCC(=O)N(CCO)CC1	-3	104	6.6
30	-3	8	-9	-12	-12	COc1ccc(F)cc1C(=O)C1CCCN(C(=O)CCN2CCCCO2)C1 (stereo unspecified)	3	96	-0.7
-2	2	6	-19	-2	7	N#C/C(=C\c1ccc(N2CCCCC2)c([N+](=O)[O-])c1)c1nn(-c2ccccc2)c(N)c1C#N	-4	94	-0.8
-3	1	3	-1	1	9	COC(=O)CS(=O)(=O)c1cc([N+](=O)[O-])ccc1NC(=O)OC	5	94	5.4
9	-5	-9	13	5	1	O=C(Nc1cccc2ccccc12)N1CC=C(c2ccccc2)CC1	3	96	-1.0
24	0	-3	17	0	0	Cc1ccc(-c2nnc(N(C)C(=O)c3ccccn3)s2)cn1	0	105	-0.7
5	nt	-1	-42	8	-8	Cc1ccc2c(c1)C1CN(C)CCC1N2C(=O)Nc1ccc(Cl)cc1 (stereo unspecified)	-6	95	14
5	-1	8	19	-14	12	CCOc1ncccc1C(=O)OCC(=O)c1c(N)n(C)c(=O)n(C)c1=O	5	96	-0.1
32	-9	3	1	-10	-3	Cc1cccc(N(C(=O)CNC(=O)c2ccco2)C(C(=O)NC2CCCCC2)c2cccnc2)c1 (stereo unspecified)	3	102	-0.3
32	-5	2	7	0	-2	CC1CCC2(CC1)NC(=O)N(CC(=O)N1CCN(S(=O)(=O)c3ccccc3)CC1)C2=O (stereo unspecified)	-7	101	0.0
3	-3	-2	3	-13	13	Cc1cccc(-n2c(O)c(C=NC3CCS(=O)(=O)C3)c3ccccc3c2=O)c1 (stereo unspecified)	-1	89	-0.9
-40	17*	-25	5	3	-20	CCOc1ccc2[nH]c3c(NCCc4ccc(OC)c(OC)c4)ncnc3c2c1	-3	96	0.0
-7	0	0	0	5	-21	CCOc1ccc2oc(-c3ccccc3)c(C(=O)N3CCN(C)CC3)c2c1	-4	108	0.0
-12	-3	4	24	0	3	CCN(CC)C(=O)COc1ccc(CC(=O)O)cc1OC	-5	106	-0.6
-1	-1	1	-5	-8	-1	CCC(C)NC(=O)CN1C(=O)CC(C)(C)S(=O)(=O)c2ccccc21 (stereo unspecified)	-3	106	3.8
38	-1	1	-7	5	4	CCC(C(=O)NCCCc1ccccc1)n1nc(C)c2c(C)n(-c3ccccc3)nc2c1=O (stereo unspecified)	-9	102	-0.1
7	-3	3	4	-4	-2	CCOC(=O)C=Nc1c(N)n(C)c(=O)n(C)c1=O	-11	103	0.7
18	-4	5	18	-3	-5	Cc1ccc(C)c(NC(=O)C2C(c3ccccc3)C2(Cl)Cl)c1 (stereo unspecified)	-7	109	-0.1
23	2	-1	18	2	4	O=C1CN=C(Nc2ccccc2)N1Cc1cccs1	-1	97	-1.1
3	3	4	-3	-16	-1	CNC(=S)N/N=C/c1c(C)nn(-c2cccc(Cl)c2)c1Cl	-5	97	-8.0
4	6	1	-7	-10	-6	Cc1cc2oc(=O)cc(CN3CCc4ccccc43)c2cc1Cl	-3	98	0.8
nt	-5	-1	-5	-9	6	Cc1ccc2oc(=O)n(Cc3ccccc3)c2c1	-7	105	1.1
-4	-1	2	0	-4	6	COc1ccc(-c2nnc(SC)n2C)cc1	-7	107	-0.8
-6	4	13	14	-10	4	Cc1ccnc(N2CCC(C(=O)NCc3ccccc3F)CC2)n1	-6	90	0.1
24	-7	3	-2	7	0	COc1ccc(/C=C2\SC(=S)N(CCC(=O)Nc3cccc(C(=O)O)c3)C2=O)cc1	-4	100	-0.4
50	1	-1	7	2	0	Cn1c(=O)[nH]c(=O)c2c1nc(N1CCOCC1)n2CCc1ccccc1	-2	102	-2.7
11	3	-1	10	-5	-3	CC(C)NC(=O)CC(=O)N/N=C/c1ccc(F)cc1	-8	99	-1.3
5	10	nt	nt	-19	nt	CC(=O)Nc1ccc(S(=O)(=O)N2C(=O)c3cccc4cccc2c34)cc1	2	105	nt
34	6	2	6	-20	-8	Cc1cc(Cl)ccc1OCCCC(=O)Nc1cccc(-n2cnnn2)c1	-9	99	0.4
41	0	2	-6	-5	-5	CC(C)Oc1cccc(C(=O)Nc2ccc(N3CCN(C)CC3)cc2)c1	-10	101	0.1
